COUP-TFII inh – NR2F2 (human) inhibition, primary screen | P24468 | HEK293T NGFI-A luciferase reporter, luminescence | inhibition, % at 8.6 µM | 370,000 tested, 0.7% active | AID 686940;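 active means inhibition above a per-plate cutoff, mean inhibition of test wells between control levels plus 3 SD, cut at about 38% in these data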;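 further: cells cotransfected with COUP-TFII expression vector driving the NGFI-A reporter; 0% = median of COUP-TF2 test wells and 100% = reporter-only cells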
Target sequence (P24468 whole entry, looked up): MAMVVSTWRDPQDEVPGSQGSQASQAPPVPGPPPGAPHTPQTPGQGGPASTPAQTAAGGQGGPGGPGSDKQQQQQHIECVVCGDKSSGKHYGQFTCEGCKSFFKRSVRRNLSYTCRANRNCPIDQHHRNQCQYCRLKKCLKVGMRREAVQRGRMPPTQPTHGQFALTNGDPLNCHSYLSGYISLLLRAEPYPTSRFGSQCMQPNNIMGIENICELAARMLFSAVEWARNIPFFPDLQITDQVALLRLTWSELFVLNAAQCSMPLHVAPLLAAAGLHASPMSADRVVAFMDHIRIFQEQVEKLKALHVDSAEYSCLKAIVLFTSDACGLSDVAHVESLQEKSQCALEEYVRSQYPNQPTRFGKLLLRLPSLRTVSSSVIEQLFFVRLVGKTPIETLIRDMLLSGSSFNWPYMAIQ
TWEAK Fn14 block – TWEAK-Fn14 signaling inhibition | 360,000 tested, 2% active | inhibition, % at 10 µM | TWEAK-stimulated Fn14 reporter cells, luciferase luminescence, 8 h; in the data active means inhibition above about 50%
KKLEB tox – CF airway cell cytotoxicity counter-screen | KKLEB CF airway cells viability, ATPlite luminescence, overnight; active compounds read low; cells stimulated with P. aeruginosa culture filtrate | AID 602141 | activity change (cytotoxicity), % at 5 µM | 360,000 tested, 0.36% active;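 active means corrected activity change at or below -50% at 5 µM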
NR5A2 inv ag – inverse agonists of human LRH-1 (NR5A2); HEK293T StAR-luciferase reporter, LRH-1 transfected, 24 h; inhibition, % at 3.6 µM; 360,000 tested, 0.13% active; AID 602396;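 active means inhibition above the mean inhibition of all tested compounds plus 3 SD, cut at about 73% in these data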;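 further: 0% = DMSO wells and 100% = reporter-only cells lacking LRH-1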
Target sequence (O00482 whole entry, looked up): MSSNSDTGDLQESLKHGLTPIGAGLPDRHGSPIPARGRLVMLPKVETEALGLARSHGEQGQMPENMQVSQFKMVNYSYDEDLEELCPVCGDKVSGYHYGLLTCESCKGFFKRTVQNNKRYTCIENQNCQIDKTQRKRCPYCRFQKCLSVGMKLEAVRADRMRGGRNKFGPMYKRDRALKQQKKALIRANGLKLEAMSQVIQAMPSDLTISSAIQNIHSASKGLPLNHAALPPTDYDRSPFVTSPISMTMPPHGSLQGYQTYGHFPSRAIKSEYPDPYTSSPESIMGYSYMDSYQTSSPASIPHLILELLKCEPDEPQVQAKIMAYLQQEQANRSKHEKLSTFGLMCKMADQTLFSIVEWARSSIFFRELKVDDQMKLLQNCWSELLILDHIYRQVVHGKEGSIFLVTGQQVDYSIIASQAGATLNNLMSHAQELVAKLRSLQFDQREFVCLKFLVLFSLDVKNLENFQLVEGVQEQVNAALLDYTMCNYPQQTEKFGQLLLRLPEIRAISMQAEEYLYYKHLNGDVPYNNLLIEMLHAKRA
TROY signal inh – inhibitors of TROY-dependent NF-kB signaling; Q293 LMP1-TROYcd NF-kB luciferase reporter, 4 h; inhibition, % at 10 µM; 360,000 tested, 0.98% active;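 active means compounds whose plate-normalised and pattern-corrected inhibition of the luciferase reporter signal at the single screening dose is 50% or more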
NCOA3 inh – inhibits human SRC3 coactivator; HEK293 GAL4-SRC3 luciferase reporter, luminescence; inhibition, % at 3.6 µM; 360,000 tested, 0.17% active;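 active means inhibition above a per-campaign cutoff, the mean of all compounds plus 3 SD, cut at about 60% in these data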;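 further: 0% = DMSO-treated cells and 100% = gossypol-treated cells at 36 µM; higher means less SRC3-driven luciferase light from the GAL4 reporter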
NCOA2 inhibitor – human SRC2 (NCOA2) inhibition; Q15596; AID 651957; HEK293 GAL4-SRC2 luciferase reporter, luminescence; 370,000 tested, 0.17% active; inhibition, % at 9 µM;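 active means inhibition above the mean inhibition of all tested compounds plus 3 SD, set per campaign, cut at about 52% in these data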;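 further: 0% = DMSO treated cells and 100% = cells given Gossypol at 36 µM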
LMP1 NFkB inh – Epstein-Barr LMP1 NF-kappaB reporter inhibition; 350,000 tested, 0.69% active; inhibition, % at 12.5 µM; LMP1-induced NF-kappaB luciferase reporter cells, luminescence; in the data active means inhibition above about 41%; inconclusive means no clear call, values can overlap the other calls;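 further: 0% = neutral control wells and 100% = reference inhibitor control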
CF NFkB block – cystic fibrosis NF-kB activation inhibition | KKLEB NF-kB-GFP reporter, PAF-induced, GFP fluorescence overnight | inhibition, % at 5 µM | 360,000 tested, 0.86% active | AID 588850;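 active means at least 50% inhibition at 5 µM, scaled per plate between neutral and stimulator controls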;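 further: PAF is a Pseudomonas aeruginosa culture filtrate used as stimulus; plate controls were PAF-stimulated DMSO wells for no effect and unstimulated DMSO wells for full effect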
NCOA1 inh – inhibitors of human steroid receptor coactivator 1 (SRC1); Q15788; HEK293 GAL4-SRC1 luciferase reporter, luminescence; inhibition, % at 3.6 µM; 360,000 tested, 0.12% active; AID 588354;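 active means inhibition above the campaign mean plus 3 SD, with each screening campaign given its own cutoff, cut at about 60% in these data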;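 further: 0% = DMSO treated cells and 100% = gossypol at 36 µM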
C8 TRAIL sens – sensitizes caspase-8 expressing cells to TRAIL; NB7+C8 cells + TRAIL, ATPlite viability luminescence; 360,000 tested, 1% active; inhibition (viability loss, TRAIL sensitization), % at 10 µM; AID 624354;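 active means compounds causing at least 50% loss of cell viability in the single-dose screen, relative to plate controls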
An asterisk follows results filed as active; ? = inconclusive; . = not tested or not shown.

SMILES	COUP-TFII inh	TWEAK Fn14 block	KKLEB tox	NR5A2 inv ag	TROY signal inh	NCOA3 inh	NCOA2 inhibitor	LMP1 NFkB inh	CF NFkB block	NCOA1 inh	C8 TRAIL sens
Cc1ccc(SCC(=O)n2nc(C)cc2C)cc1	0	-9	7	-4	-6	0	17	5	-10	-16	3
COc1ccc(NS(=O)(=O)c2ccc3c(c2)NC(=O)CC(=O)N3)cc1OC	4	13	24	0	-8	6	-1	-6	3	-5	10
CC1(C(=O)NS(=O)(=O)c2ccc(C#N)cc2)CCN1C(=O)C1(c2ccc(Cl)cc2)CC1 (configuration not stated)	22	-5	4	-5	6	-3	-35	.	12	3	1
COc1ccc(C(=O)Nc2cc(OC)cc3cccnc23)cc1	-6	-23	-2	-7	-68	-11	-14	0	-10	-32	-1
COc1cccc2sc(Nc3nc(-c4ccncc4)cs3)nc12	-11	46	2	-5	-9	-2	-37	4	0	-25	-2
CCCS(=O)(=O)NC(=O)C1(C)CCCN(C(=O)c2ccccc2C(F)(F)F)C1 (configuration not stated)	-4	-19	6	16	-5	2	-1	.	-11	-4	-12
CCCC(=O)Nc1ccc(Cl)c(NC(=O)c2ccc([N+](=O)[O-])cc2Cl)c1	3	-22	0	-16	-4	-1	20	-6	-23	11	-3
Cc1ccc(O)c(C(=O)CC(=O)c2ccc(Cl)cc2)c1	-49	34	-7	-99	9	-115	-49	-11	3	-65	29
COc1cc2ccccc2cc1C(=O)Nc1ccccc1N1CCN(S(C)(=O)=O)CC1	7	23	-3	22	0	-13	-12	4	-3	-6	5
CCc1ccc(-c2nc(CSCC(=O)NCc3ccco3)c(C)o2)cc1	77*	65*	-5	38	45	45	80*	19	-10	38	3
CCN1C(=NCc2ccco2)N[C@@H](c2cccc(C(F)(F)F)c2)C(C(=O)OC)=C1C	-1	-13	-9	10	-1	10	20	9	11	-13	14
Cc1ccccc1NC(=O)c1nn(-c2ccc(F)c(F)c2)ccc1=O	-1	1	-5	-8	3	7	1	3	7	3	38
CC(=O)Nc1ccc(S(=O)(=O)N2CCSCC2)cc1	-1	-5	-4	4	20	4	-12	3	-5	5	2
N=c1oc2ccccc2cc1C(=O)Nc1cccc(F)c1	-53	50	3	-52	-11	-83	-55	-25	5	-87	12
Cc1cccc(C(=O)NN(C)c2nc(-c3ccccc3)nnc2C(F)(F)F)c1	-19	10	-35	-5	16	-1	2	9	14	-12	36
CN1C(=O)S/C(=C/c2cccnc2)C1=O	-3	-4	11	10	13	1	-6	-1	-10	12	-9
COC(=O)CCC(=O)Nc1ccc(S(=O)(=O)Nc2nc(C)cc(C)n2)cc1	-2	-3	6	-1	3	-10	-4	-12	7	-3	12
COc1ccc(-c2noc3c2-c2nc(-c4cccc(C)c4)sc2CC3)cc1	7	-3	1	-2	0	17	-1	-10	-16	-4	0
Oc1ccc(N=Cc2ccc(OCc3ccccc3)cc2)cc1	-7	-16	6	-16	-45	-41	-18	5	11	-50	-9
Cc1cc(NCc2cccnc2)nc(N)n1	3	17	5	-6	8	-28	-12	2	-17	4	4
O=C(NCc1ccc(Cl)cc1)c1cccc(S(=O)(=O)N2CCCC2)c1	-6	-4	-10	-13	-5	21	-32	1	36	-6	-3
O=C(C1CCN(S(=O)(=O)c2ccc(F)cc2)CC1)N1CCOCC1	9	11	6	10	40	-1	1	-1	-8	-8	2
C=CCNC(=O)c1onc(CCl)c1C(=O)OC	-6	2	-1	13	-10	-9	4	3	1	8	16
O=C(Nc1ccc(CN2CCOCC2)cc1)c1cc2ccccc2o1	-34	2	7	-122	10	-70	-47	-15	-19	-115	43

Reprinted from above (16 entries):
SMILES	COUP-TFII inh	TWEAK Fn14 block	KKLEB tox	NR5A2 inv ag	TROY signal inh	NCOA3 inh	NCOA2 inhibitor	LMP1 NFkB inh	CF NFkB block	NCOA1 inh	C8 TRAIL sens
CCCS(=O)(=O)NC(=O)C1(C)CCCN(C(=O)c2ccccc2C(F)(F)F)C1 (configuration not stated)	-4	-19	6	16	-5	2	-1	.	-11	-4	-12
CCCC(=O)Nc1ccc(Cl)c(NC(=O)c2ccc([N+](=O)[O-])cc2Cl)c1	3	-22	0	-16	-4	-1	20	-6	-23	11	-3
Cc1ccc(O)c(C(=O)CC(=O)c2ccc(Cl)cc2)c1	-49	34	-7	-99	9	-115	-49	-11	3	-65	29
COc1cc2ccccc2cc1C(=O)Nc1ccccc1N1CCN(S(C)(=O)=O)CC1	7	23	-3	22	0	-13	-12	4	-3	-6	5
CCc1ccc(-c2nc(CSCC(=O)NCc3ccco3)c(C)o2)cc1	77*	65*	-5	38	45	45	80*	19	-10	38	3
CCN1C(=NCc2ccco2)N[C@@H](c2cccc(C(F)(F)F)c2)C(C(=O)OC)=C1C	-1	-13	-9	10	-1	10	20	9	11	-13	14
Cc1ccccc1NC(=O)c1nn(-c2ccc(F)c(F)c2)ccc1=O	-1	1	-5	-8	3	7	1	3	7	3	38
CC(=O)Nc1ccc(S(=O)(=O)N2CCSCC2)cc1	-1	-5	-4	4	20	4	-12	3	-5	5	2
N=c1oc2ccccc2cc1C(=O)Nc1cccc(F)c1	-53	50	3	-52	-11	-83	-55	-25	5	-87	12
Cc1cccc(C(=O)NN(C)c2nc(-c3ccccc3)nnc2C(F)(F)F)c1	-19	10	-35	-5	16	-1	2	9	14	-12	36
CN1C(=O)S/C(=C/c2cccnc2)C1=O	-3	-4	11	10	13	1	-6	-1	-10	12	-9
COC(=O)CCC(=O)Nc1ccc(S(=O)(=O)Nc2nc(C)cc(C)n2)cc1	-2	-3	6	-1	3	-10	-4	-12	7	-3	12
COc1ccc(-c2noc3c2-c2nc(-c4cccc(C)c4)sc2CC3)cc1	7	-3	1	-2	0	17	-1	-10	-16	-4	0
Oc1ccc(N=Cc2ccc(OCc3ccccc3)cc2)cc1	-7	-16	6	-16	-45	-41	-18	5	11	-50	-9
Cc1cc(NCc2cccnc2)nc(N)n1	3	17	5	-6	8	-28	-12	2	-17	4	4
O=C(NCc1ccc(Cl)cc1)c1cccc(S(=O)(=O)N2CCCC2)c1	-6	-4	-10	-13	-5	21	-32	1	36	-6	-3

Filtered by structure: those above containing two or more sulfur atoms.
SMILES	COUP-TFII inh	TWEAK Fn14 block	KKLEB tox	NR5A2 inv ag	TROY signal inh	NCOA3 inh	NCOA2 inhibitor	LMP1 NFkB inh	CF NFkB block	NCOA1 inh	C8 TRAIL sens
COc1cccc2sc(Nc3nc(-c4ccncc4)cs3)nc12	-11	46	2	-5	-9	-2	-37	4	0	-25	-2
CC(=O)Nc1ccc(S(=O)(=O)N2CCSCC2)cc1	-1	-5	-4	4	20	4	-12	3	-5	5	2

Next compounds follow:
SMILES	COUP-TFII inh	TWEAK Fn14 block	KKLEB tox	NR5A2 inv ag	TROY signal inh	NCOA3 inh	NCOA2 inhibitor	LMP1 NFkB inh	CF NFkB block	NCOA1 inh	C8 TRAIL sens
CCCNC(=O)C1Cc2cc(S(=O)(=O)N3CCCC3)ccc2N1C(C)=O (configuration not stated)	-23	7	-4	18	3	13	-21	-3	10	8	5
Cc1cc(=O)n2nc(N3CCCC(C(=O)NCc4cccc(Br)c4)C3)sc2n1 (configuration not stated)	4	9	0	0	-17	11	22	10	-15	-7	0
O=C(CSc1nc2cc(Cl)ccc2o1)NC1CC1	-3	-5	1	-5	-3	-2	-12	0	2	-4	-1
COc1ccc(C(=O)NCCC2=CCCCC2)cc1S(=O)(=O)N1CCOCC1	6	-4	-5	1	-3	5	-2	-3	12	2	2
CCCCCCCN1C(Nc2ccccc2)=NC[C@@H]1Cc1ccccc1	-9	-15	-12	25	-13	-3	10	2	7	-1	27
Cc1nnc(SC(=O)N2c3ccccc3Sc3ccccc32)s1	-6	90*	-58*	31	49	65*	60*	?	69*	17	-17
c1ccc2c(Nc3ccc4c(c3)OCCO4)c3c(nc2c1)CCC3	6	12	-17	12	17	8	21	6	-3	11	12
Cc1ccc(SCC(=O)Nc2ccc(N3CCOCC3)cc2)cc1C	-8	-4	5	60	-11	-4	-7	-2	-15	2	-16
ClC1(Cl)CC1Cn1cnc2ccccc21 (configuration not stated)	6	-5	0	-19	3	24	5	5	15	15	-5
COc1cc(NS(=O)(=O)c2ccc(NC(=S)NC(=O)c3ccc(Br)cc3)cc2)ncn1	-11	12	1	-20	4	10	7	1	-1	10	-12
Cc1csc(SCCn2c(Br)nc3c2c(=O)[nH]c(=O)n3C)n1	6	17	-6	-6	-5	11	-19	3	18	-5	-10
CCC[C@H]1CC(=O)C=C(c2ccsc2)ON1C(=O)OC(C)(C)C	16	-3	12	-23	-23	2	-2	-15	5	-5	-2
COc1ccccc1N1CCN(C(=O)c2cc(N3C(=O)C4C5CCC(C5)C4C3=O)ccc2Cl)CC1 (configuration not stated)	-12	10	-7	13	17	13	-1	4	5	-4	-7
CC1(c2cc([N+](=O)[O-])cc([N+](=O)[O-])c2)CC(C)(C)N(C(=O)c2ccccc2)c2ccccc21 (configuration not stated)	-1	-1	-4	-30	12	6	-10	24	13	7	7
O=c1cc[nH]c2ccc([N+](=O)[O-])cc12	-30	-8	3	26	-25	-17	-6	-7	-26	-6	3
CCOC(=O)c1c(NC(=S)N2CCN(C)CC2)sc2c1CCN(C(=O)OCC)C2	39*	17	-8	-13	-12	35	-11	0	17	-4	25
Cc1cc(-c2nnc(CCC(=O)NC(C)c3ccccc3Cl)o2)no1 (configuration not stated)	0	33	-6	5	-18	12	7	0	-11	9	-1
COc1ccccc1NC(=O)Cc1noc(CN(C)Cc2cccs2)n1	15	5	-1	7	17	5	-10	0	0	8	7
COc1cccc(NC(=O)c2ccc(C(=O)c3ccccc3)o2)c1	-27	-16	-4	-80	-36	-38	-21	-10	4	-49	12
Cc1cccc(NC(=O)CN(CC2CCCO2)C(=O)c2oc3ccccc3c2C)c1C (configuration not stated)	21	-11	-17	4	-22	-12	-3	-8	12	-11	-5
Cc1cc(C)n(CC(=O)N/N=C/c2cccs2)n1	-25	105*	-11	-6	-15	-12	-29	-18	13	-9	-3
CN(C)S(=O)(=O)N1CCC(n2nccc2NC(=O)CCc2ccccc2)CC1	-13	-6	8	7	6	13	-2	4	1	10	5
Cc1[nH]c(C)c(S(=O)(=O)NCc2ccc(Cl)cc2)c1C(=O)N1CCCC1	11	6	-2	12	-5	1	-8	-3	5	-6	20
CC1CN(C(=O)CCn2c(=O)oc3ccccc32)CC(C)O1 (configuration not stated)	-6	4	1	4	8	15	-6	-24	0	0	-3
CC(NC(=O)COc1ccccc1F)C1CC2CCC1C2 (configuration not stated)	5	15	15	23	-2	8	-12	1	-7	-5	4
Cc1ccccc1N(C)C(=O)C1CCCN(c2ncnc3c2nc2n3CCCCC2)C1 (configuration not stated)	8	-9	0	20	2	4	24	0	4	-5	-7
C#CCNC(=O)C1=C[C@H](c2ccc(C(F)(F)F)cc2)[C@@H](CCCO)[C@H](OCC)O1	6	20	-1	6	-22	17	-1	-3	5	8	-4
N=c1c2c3c(sc2ncn1Cc1ccccc1)CCCC3	9	12	0	-4	3	13	6	2	10	-7	-6
O=C(c1cn(Cc2ccccc2)nc1-c1ccccc1)N1CCN(c2ccccn2)CC1	-3	16	-6	17	1	6	-14	24	20	9	19
